TIM10 inh: inhibits growth of TIM10 yeast strain. S. cerevisiae TIM10 strain growth, BacTiter-Glo luminescence, 24 h. inhibition, % at 10 µM. 1.4% of 330,000 active. AID 463195;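 active = inhibition of 40% or more at the single tested concentration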;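 also: wild-type TIM10 isogenic control strain grown at permissive 25 °C; 0% = DMSO yeast wells and 100% = minimal medium wells without yeast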
NLRP3 yeast inh: blocks the NALP3 inflammasome reconstituted in yeast. Yeast reconstituted NLRP3/ASC/caspase-1, beta-gal luminescence, 24 h. 0.39% of 330,000 active. inhibition, % at 10 µM. AID 2825;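 active = inhibition of 50% or more; inactive = inhibition below 50%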;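 also: plate controls were induced DMSO wells for no effect and uninduced yeast grown without galactose for full effect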
APJ antag: APJ receptor antagonism; P35414; CHO-K1 APJ beta-arrestin complementation, luminescence; inhibition, % at 20 µM; 0.32% of 330,000 active; AID 2521;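 active = inhibition above about 40% at 20 µM, limit read from the data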;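 also: cells challenged with 10 nM apelin-13 agonist together with compound; plate controls were apelin-13 plus DMSO wells for no effect and DMSO wells lacking apelin-13 for full effect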
Target sequence (P35414 whole entry, looked up): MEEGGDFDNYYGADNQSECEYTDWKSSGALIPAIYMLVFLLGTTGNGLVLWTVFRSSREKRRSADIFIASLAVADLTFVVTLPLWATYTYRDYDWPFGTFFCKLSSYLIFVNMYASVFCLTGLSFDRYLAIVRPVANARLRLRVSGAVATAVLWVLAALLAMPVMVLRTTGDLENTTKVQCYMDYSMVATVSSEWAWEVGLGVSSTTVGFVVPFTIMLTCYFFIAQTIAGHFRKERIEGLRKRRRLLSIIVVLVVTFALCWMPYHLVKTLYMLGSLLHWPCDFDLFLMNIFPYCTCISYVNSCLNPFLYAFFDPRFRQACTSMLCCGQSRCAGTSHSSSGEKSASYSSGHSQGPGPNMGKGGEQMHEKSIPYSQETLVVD
tim23-1 inh: inhibits growth of tim23-1 mutant yeast; inhibition, % at 20 µM; AID 463212; 1.3% of 330,000 active; S. cerevisiae tim23-1 growth, BacTiter-Glo luminescence, 24 h;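 active = growth inhibition of the mutant yeast at or above 50%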;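 also: temperature-sensitive mutant grown at 25 °C; plate controls were DMSO-treated mutant yeast for no effect and medium wells lacking yeast for full effect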
APJ ag: APJ receptor agonism; 0.11% of 330,000 active; CHO-K1 APJ PathHunter beta-arrestin, luminescence; 0% DMSO wells, 100% apelin; P35414; activation, % at 20 µM;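 active = activation more than six SD over the plate average, tested at 20 µM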;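 also: 0% = DMSO alone and 100% = apelin-13 at 10 nM; some results filed as inactive read as strong as hits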
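Assay system: CHO-K1 APJ beta-arrestin complementation cell line / Compound: single test compound dose, 20 µM final, 1% DMSO / Times: overnight seeding, 90 min compound at 25 °C, 1 h detection / Technique: beta-gal luminescence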
MPTP inh: blocks calcium-induced mitochondrial swelling. isolated mouse mitochondria, Ca2+ swelling absorbance, 30 min. inhibition, % at 10 µM. 1.4% of 360,000 active. AID 602449;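 active = inhibition of 50% or more, scaled per plate between neutral and stimulator controls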;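 also: 0% = DMSO wells given calcium and 100% = 1 mM EGTA wells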
beta cell repl: inducers of beta-cell replication in MIN6 cells; MIN6 cells proliferation, ATPlite luminescence, 48 h; cells starved in 0.2% serum; 100% = growth in 10% serum; proliferation, % at 10 µM; 0.29% of 330,000 active;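 active = compounds whose signal lies at least 3.5 SD above the mean of all wells on their plate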;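 also: 0% = DMSO-treated cells in low-serum medium and 100% = 10% serum control; some compounds called inactive have numbers as strong as hits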
GRIN3A LBD mod: modulates the human NR3A ligand-binding domain; NR3A LBD differential scanning fluorimetry, Tm shift; 0% = protein alone, 100% = glycine-bound protein; Tm shift relative to glycine control, % at 25 µM; 2.5% of 340,000 active; AID 1259313;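 active = melting temperature shift of at least 10% of the positive control shift, at one fixed dose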
tim10-1 inh: growth inhibitors of tim10-1 mutant yeast | S. cerevisiae tim10-1 ts strain growth, BacTiter-Glo, 24 h | inhibition, % at 20 µM | 2.2% of 330,000 active | AID 463190;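 active = inhibition of at least 40%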;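 also: mutant grown at 25 °C; 0% = DMSO wells with yeast and 100% = wells holding no yeast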
The depositor's hits bear a star; · = not tested or not shown.

Each structure is followed by: TIM10 inh	NLRP3 yeast inh	APJ antag	tim23-1 inh	APJ ag	MPTP inh	beta cell repl	GRIN3A LBD mod	tim10-1 inh
#1 O=C(O)COc1ccccc1O
  -4	0	-10	0	-4	0.7	-1	-1	11
#2 CCOc1ccc2oc(C(=O)OCC(=O)NC(=O)NC3CCCC3)c(C)c2c1
  10	6	-22	2	3	2.3	1	-9	12
#3 CC(C)NC(=S)N(CCc1ccncc1)C(C)C
  11	10	2	-1	-2	3.5	0	-1	-19
#4 CCCCC1C2=C(CC(C)(C)CC2=O)OC2=C1C(=O)CC(C)(C)C2
  19	18	7	48	-3	1.0	1	1	44*
#5 CCOCC(=O)Nc1cc(C(=O)Nc2cc(C)cc(C)c2)ccc1Cl
  5	15	8	3	-4	·	-3	·	2
#6 CCCCC(C(=O)NC(C)(C)C)N(Cc1ccco1)C(=O)c1snc(C(N)=O)c1N (stereo unspecified)
  31	11	-8	16	-1	-0.8	1	-2	37
#7 COc1ccc(Br)cc1CNC(=O)C1CCCN(c2nc3ccccc3o2)C1 (stereo unspecified)
  1	21	-1	-7	-3	-1.2	2	0	-4
#8 Cc1cccc(-n2c(SCC(=O)O)nc3sc4c(c3c2=O)CCCC4)c1
  -8	17	8	0	-3	-2.3	-2	-2	-8
#9 O=C(COC(=O)/C=C/c1nc2ccccc2s1)Nc1cccc2ccccc12
  7	16	-22	11	-1	0.6	-2	1	27
#10 Cc1[nH]c2ccccc2c1CCN(Cc1cccs1)C(=S)NC(C)(C)C
  18	-3	-9	3	-6	2.0	-5	-1	19
#11 CCS(=O)(=O)N(CC(=O)Nc1cccc2ccccc12)c1ccc(OC)cc1
  15	18	4	30	-5	-1.0	0	-1	19
#12 CCc1nnc(NC(=O)Cc2ccc(OC)cc2)s1
  -29	11	2	-3	3	-1.4	-2	4	-7
#13 CC1CC(=O)NN1C(=O)c1ccccc1 (stereo unspecified)
  6	8	16	-9	-6	-0.6	5	0	-10
#14 CO/N=C/CC(=O)Nc1ccc(F)cc1F
  -2	-2	5	-8	3	0.8	-2	-1	-12
#15 Cn1cccc1C(=O)NC1CCCCC1
  3	2	-19	0	-3	-1.1	0	1	1
#16 O=c1nc(Nc2cccc(Cl)c2)oc2cc(Cl)oc(=O)c12
  11	6	9	26	-5	0.9	-6	-8	-4
#17 C=CCOc1c(Br)cc(CNCCCN2CCOCC2)cc1OC
  -25	11	-19	-36	-1	-2.2	-1	0	-26
#18 CC(=O)Cc1nsc(NC(=O)c2csc3c2CCCC3)n1
  25	37	5	30	2	1.3	-4	2	42*
#19 Cc1ccc(S(=O)(=O)N(C)C)cc1NC(=O)COC(=O)c1c(C)noc1C
  1	10	7	6	-1	2.6	0	-1	-4
#20 Cc1cc(C)nc(NC(=O)NS(=O)(=O)N2CCCCCC2)n1
  1	5	10	13	0	-2.9	-3	3	7
#21 Cc1ccc(S(=O)(=O)c2nc(S(=O)(=O)c3ccc(C)cc3)c(NCc3ccco3)s2)cc1
  -14	30	0	5	0	-0.3	-2	-1	27
#22 O=C(c1ccc(CN2CCOCC2)cc1)N1CCN(c2ccccc2)CC1
  -15	3	17	-39	-2	0.1	0	-1	-8
#23 CCC1CCCCN1C(=O)CSc1nnc2nc(C)cc(C)n12 (stereo unspecified)
  43*	13	-13	3	-3	-2.0	-4	-1	1
#24 CCOCC(O)CS(=O)(=O)c1ccccn1 (stereo unspecified)
  1	9	1	15	-3	0.6	-1	-2	-1
#25 COc1ccc(C(=O)/C=C/Nc2c(C)n(C)n(-c3ccccc3)c2=O)cc1OC
  13	-18	8	8	-1	0.6	0	-4	3
#26 O=S(=O)(c1ccc(F)cc1)N1CCN(c2ccc(F)cc2)CC1
  -11	46	10	21	-3	1.8	0	1	-9
#27 O=C(O)/C(=C\c1cn(-c2ccccc2)nc1-c1ccc(Cl)cc1)NC(=O)c1ccccc1
  1	-1	-19	22	1	0.4	-4	1	-3
#28 O=C(c1ccco1)N1CCn2c1nc1ccccc12
  -4	10	-3	7	1	-1.2	0	0	-22
#29 COCCCNC(=S)N1CCN(S(C)(=O)=O)CC1
  1	5	-2	1	-1	0.5	-1	-1	6
#30 Cc1cc(Cl)c(S(=O)(=O)N2CCN(c3cccc(C)c3C)CC2)cc1OCC(N)=O
  15	4	16	10	-3	9.5	-5	-3	30

One compound at a time, as listed above. Order of values: TIM10 inh | NLRP3 yeast inh | APJ antag | tim23-1 inh | APJ ag | MPTP inh | beta cell repl | GRIN3A LBD mod | tim10-1 inh
Listed for COCCCNC(=S)N1CCN(S(C)(=O)=O)CC1 = 1 | 5 | -2 | 1 | -1 | 0.5 | -1 | -1 | 6
Listed for C=CCOc1c(Br)cc(CNCCCN2CCOCC2)cc1OC = -25 | 11 | -19 | -36 | -1 | -2.2 | -1 | 0 | -26

Further results follow:
Each structure is followed by: TIM10 inh	NLRP3 yeast inh	APJ antag	tim23-1 inh	APJ ag	MPTP inh	beta cell repl	GRIN3A LBD mod	tim10-1 inh
#31 CCN(C(=O)Cn1cnc2cc([N+](=O)[O-])ccc2c1=O)C1CCS(=O)(=O)C1 (stereo unspecified)
  1	8	-21	11	-4	-4.0	0	-2	10
#32 Cc1ccnc(NS(=O)(=O)c2ccc(NC(=O)c3cc(=O)c4ccccc4o3)cc2)n1
  -7	12	28	-9	-3	0.0	-3	2	-3
#33 Cc1ccc2nc(-c3cccc(N)c3)[nH]c2c1
  6	19	-9	6	0	-1.3	-3	-5	-4
#34 O=C(Nc1ccc(Cl)cc1)Nc1ccccc1C(=O)NCc1ccco1
  5	17	-2	-6	0	1.8	-2	-5	-1
#35 FC(F)(F)c1ccc(NCc2ccccn2)nc1
  -10	12	-7	7	-1	0.9	-3	2	16
#36 N#C/C(=C\c1cn(-c2ccccc2)nc1-c1ccccc1)S(=O)(=O)c1ccccc1
  23	-19	-7	46	1	2.6	0	3	31
#37 c1ccc(-c2cnc(SCCN3CCOCC3)n2CC2CCCO2)cc1 (stereo unspecified)
  -3	8	7	1	1	-5.0	0	0	7
#38 O=C(NCc1ccccc1)c1cc(-c2ccncc2)nc2ccc(S(=O)(=O)N3CCOCC3)cc12
  8	7	-25	16	-2	-2.1	0	4	17
#39 COc1cc(NS(=O)(=O)c2cccc3nsnc23)cc(OC)c1
  -10	2	3	3	-7	1.5	1	-9	10
#40 COC(=O)CCC(=O)OC
  8	1	2	-4	-4	3.8	-2	0	-11
#41 CCN1C(=O)[C@H]2[C@@H](c3ccc(-c4ccc(Cl)c(Cl)c4)cc3)N[C@@](CC(C)C)(C(=O)OC)[C@H]2C1=O
  5	7	8	-9	-5	0.7	-8	2	-8
#42 O=C(O)c1ccc(S(=O)(=O)/N=C2\C=C(Nc3ccccc3F)C(=O)c3ccccc32)cc1
  74*	94*	9	81*	-3	5.6	-4	4	79*
#43 CCOc1ccc(N(CC(=O)Nc2ccc(C)c(F)c2)C2=NC3CS(=O)(=O)CC3S2)cc1 (stereo unspecified)
  1	21	29	8	-3	1.7	-4	-9	4
#44 C#CCOc1ccc2ccccc2c1/C=C(/C#N)c1ccc(C(=O)O)cc1
  12	-3	8	-32	-6	0.6	-2	1	4
#45 CCOC(=O)N1CCN(C(=O)c2ccc3c(c2)sc2nc(-c4ccc(OC)cc4)cn23)CC1
  50*	18	-32	16	-2	1.0	-3	-11	18
#46 CCN(CC)c1nc(N)c2c(N)nc3c(c2c1C#N)CC(c1ccccc1)O3 (stereo unspecified)
  15	2	-9	23	1	2.3	2	-13	28
#47 O=C(CSc1nnc(-c2ccco2)n1-c1ccccc1)NCCc1ccccc1
  -23	-5	-5	12	-2	-0.8	0	1	9
#48 Nc1c(C(=O)NCc2ccccc2)sc2nc(N3CCOCC3)c3c(c12)CCCC3
  13	19	-2	40	14	0.1	-1	-1	31
#49 COc1ccc(N2C(N)=C(C#N)C(c3cccnc3)C3=C2CC(C)(C)CC3=O)cc1 (stereo unspecified)
  5	27	7	18	-2	-2.4	-2	2	10
#50 O=S(=O)(O)c1nc2ccccc2n1CCOc1ccccc1
  -4	3	13	3	-1	-2.3	-2	-1	12
#51 CC(C)C1Oc2ccccc2C(=O)N(CC(=O)c2ccc3c(c2)OCCO3)C1=O (stereo unspecified)
  6	12	22	-3	-2	0.2	4	2	2
#52 CCCn1c(=N)n(CCOc2ccc(OC)cc2)c2ccccc21
  -15	10	-5	10	-2	54*	1	-1	1
#53 Cn1ncc(Cl)c1C(=O)NCc1cc(C(C)(C)C)n[nH]1
  -14	21	18	13	2	1.8	0	0	13
#54 Cc1cc(NS(=O)(=O)c2ccc(NC(=O)CCN3C(=O)c4ccccc4C3=O)cc2)no1
  -2	11	4	10	1	-2.3	1	1	-9
#55 COC(=O)c1ccc(C(=O)OC)c(NC(=O)CCc2ccc(C)o2)c1
  7	2	3	21	4	0.3	1	4	13
#56 COc1cc(CC(=O)Nc2ccc3c(c2)CCC3)cc(OC)c1OC
  -12	5	-6	1	-4	13	-3	-2	-8
#57 CN(c1ccc(C(=O)NCc2ccccn2)cc1)S(C)(=O)=O
  -11	14	20	-2	-2	-0.8	-1	·	-3
#58 CC(C)C(=O)n1nc(-c2cccnc2)nc1NCc1cccs1
  -13	12	-4	20	-3	-1.7	-3	0	20
#59 Cc1ccc(C(=O)COC(=O)c2cccc(N3C(=O)c4c(C)nc5ccccc5c4C3=O)c2)cc1C
  5	0	-9	15	4	2.7	-3	-1	8
#60 COc1cc2c(cc1OC)-c1cc(OCCN3CCOCC3)nc(=O)n1CC2
  2	-3	0	9	-1	-2.2	-1	-1	8
#61 NC(=O)COC(=O)CNC(=O)c1sc2ccccc2c1Cl
  9	14	9	2	-2	-1.0	-2	1	-3
#62 CCN(CC)S(=O)(=O)c1ccc(OC)c(NC(=O)c2ccc(OC)c([N+](=O)[O-])c2)c1
  6	20	11	3	-6	-0.5	-1	-6	23
#63 CCC1OC2(C)OC(=N)C1(C#N)C(C#N)(C#N)C2c1ccccc1 (stereo unspecified)
  10	12	-5	21	2	0.8	0	1	21
#64 COc1cc(C(=O)OCC(=O)NC(N)=O)cc(CN2C(=O)c3ccccc3C2=O)c1OC
  -27	12	-33	-20	-5	0.4	-3	0	11
#65 COc1ccc(CC(=O)OCN2C(=O)c3ccccc3C2=O)cc1
  13	-11	4	24	-5	2.5	-3	0	18

Bioassay records (PubChem)

Rows are unselected. Share with any hit: about 7.2%.
